# H9c2 TAG inh – inhibitors of triacylglycerol accumulation, primary screen, cell-based, uHTS, fluorescence, H9c2 | H9c2 cells, Nile Red lipid (TAG) fluorescence; cells loaded with 200 µM oleic acid | inhibition, % at 12.5 µM | 230,000 tested, 0.66% active;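 active means pattern-corrected inhibition of lipid staining of at least 50% with the nuclear-stain viability signal not falling by more than 50%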;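 further: 0% = DMSO wells and 100% = triacsin C control wells; some results filed as inactive read as strong as hits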
# H9c2 TAG inh DAPI viability – also measured in H9c2 TAG inh; calls as there; DAPI nuclei signal change (viability), lower = more cytotoxic, %;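 whole-well DAPI fluorescence read on a plate reader as a viability signal; minus 50 percent equals half of cells still viable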
# * marks the source's active call; other numbers are inactive results. The list is partial, so the mix of outcomes need not match the whole.
SMILES,H9c2 TAG inh,H9c2 TAG inh DAPI viability
COc1cc(/C=N/NC(=O)CCN2CCN(C(c3ccccc3)c3ccccc3)CC2)ccc1O,-3.8,13.5
COc1cc(OC)cc(-c2noc(-c3csc([C@@H]4O[C@H](CO)[C@H](O)[C@H](O)[C@H]4O)n3)n2)c1,9.8,2.5
O=C1CCc2cc(NS(=O)(=O)c3ccc(F)cc3)cc3c2N1CCC3,-7.5,10.5
CCOc1cc(Br)c(CC(=O)O)cc1OCC,-16.1,13.8
COc1ccc(S(=O)(=O)CC2(O)CCN(C(=O)CC(C)C)CC2)cc1,18.5,-5.2
Cn1c(O)c(C(C#N)=C2N=c3ccccc3=N2)c2ccccc21,4.0,-7.3
OCCNC(=S)Nc1cc(Cl)cc(Cl)c1,3.8,-4.0
CCCN1C(=O)c2[nH]nc(-c3cc(Cl)c(C)cc3O)c2C1c1ccc(O)c(OC)c1 (stereo not drawn),-1.4,-1.7
O=C(CN1C(=O)C(=O)N(C2CCCC2)C1=O)NCCc1ccc(F)cc1,-5.3,-8.0
Cc1ccc(-n2cnc3c(=O)[nH]cnc32)cc1,0.8,1.3
COc1ccccc1C/C(N)=N/OC(=O)COc1cc(C)cc(C)c1C,-15.4,-0.9
Cc1ccc(C)c(S(=O)(=O)N2CCCOC2CNC(=O)C(=O)NC2CCCC2)c1 (stereo not drawn),2.0,-3.2
CC(C)Cc1nnc(NC(=O)c2ccc(N3CCCC3=O)cc2)s1,13.1,-6.9
CCN(CC)C(=O)C1CCN(Cc2cccc(OCc3ccccc3)c2)CC1,-8.3,9.9
NC(=O)C1(N2CCCCC2)CCN(C2CC(=O)N(Cc3cccs3)C2=O)CC1 (stereo not drawn),-21.1,-6.1
Cc1ccc(NC(=O)c2cc3c(s2)CCCC3)cc1,-11.0,15.2
Cc1cc(N)n(-c2cc(C)c3ccccc3n2)n1,-8.1,-14.5
CN1C[C@@H]2[C@@H]3C(=O)N(C)C(=O)[C@@H]3[C@](C)(C1=O)N2C(=O)c1ccc(Cl)c(Cl)c1,-6.1,6.5
O=C(CCCNS(=O)(=O)c1cccc2nsnc12)NCc1ccc(Cl)cc1,0.3,-17.0
COc1ccc(OCCC(=O)OCC(=O)NC(=O)NC2CCCCC2)cc1,-12.8,3.5
O=C(O)c1ccc(NC(C(=O)c2ccccc2)c2ccccc2)cc1 (stereo not drawn),0.2,1.1
COCC1CCN(Cc2cn(-c3ccccc3F)nc2-c2cc(C)sc2C)CC1,-5.5,6.5
CC(C)CCN1CCN(C2CSCCSC2)CC1CCO (stereo not drawn),3.6,3.2
O=C(NCc1ccncc1)C1Cc2c(-c3ccccc3Oc3ccccc3)ccnc2O1 (stereo not drawn),-16.5,1.0
CCOC(=O)c1cc(C)[nH]c(=S)c1C#N,-4.5,3.1
Brc1ccc(C2=CC(c3ccco3)n3nnnc3N2)cc1 (stereo not drawn),8.2,-3.2
Cc1cc(/C=N/NC(N)=S)c(C)n1-c1ccc(Br)cc1,14.1,-5.5
CCCCCCCCCCCCCCCC(=O)NCCO,-8.5,-0.6
Cc1ccc(Cl)c(NC(=O)CCl)c1Cl,18.2,-12.8
CSc1nc2nc(-c3cccc(C(F)(F)F)c3)ccn2n1,10.8,1.1
NCCc1c(-c2ccccc2)n(-c2ccccc2)c2ccccc12,25.4,6.5
CCCCn1c(N)c(N(CC(C)C)C(=O)c2cccc(S(=O)(=O)N(CC)c3ccccc3)c2)c(=O)[nH]c1=O,-7.5,-0.6
COc1cc(CNCc2ccccc2)cc(Cl)c1OC,8.3,-6.7
Cc1nc(-c2ccccc2Cl)sc1C(=O)/C=C/N(C)C,12.3,-5.0
O=c1[nH]c(=O)c2cc3ccccc3nc2[nH]1,19.4,-2.0
CCOc1ccc(C(=O)OCC(=O)NC(C)C)cc1,13.4,-13.5
COc1cc2c(cc1OC)C(c1cc(Br)ccc1O)N(C(C)=O)CC2 (stereo not drawn),-6.0,6.4
C#CCOCCOCCOCCNc1nc(N2CCN(C(=O)Cn3cc(CCCCN)nn3)CC2)nc(N2CCN(C(=O)[C@H]([C@@H](C)CC)n3cc(CCCCN)nn3)CC2)n1,-18.1,20.8
NS(=O)(=O)c1ccc(NC(=O)COC(=O)c2cn(-c3ccccc3)nc2-c2ccccc2)cc1,22.3,0.1
Cc1onc(-c2c(Cl)cccc2Cl)c1C(=O)N1CCSCC1,-2.4,-0.3
CCN(CC)CCCNC(=O)c1cc2c(-c3ccc(Cl)cc3)nn(C)c2s1,16.7,12.9
CCOC(=O)c1c(C)[nH]c(C(=O)CN2C(=O)NC(C)(CC(C)C)C2=O)c1C (stereo not drawn),-35.4,2.6
COc1ccc(-c2nc(CN3CCCC(C(=O)NC4CCCC4)C3)c(C)o2)cc1 (stereo not drawn),24.7,9.3
Cc1ccc(NC(=O)CCSc2nnc(C)s2)cc1,11.6,1.0
O=C(NNC(=O)c1ccccc1-n1cccc1)c1ccc(F)cc1,-11.6,1.2
O=C(COC(=O)Cc1ccc(Br)cc1)NCc1ccc2c(c1)OCO2,3.5,-3.9
NNc1ccc(S(=O)(=O)N2CCCCC2)cn1,-7.0,-2.0
CC1CCN(C(=O)c2cc(S(=O)(=O)N3CCOCC3)ccc2N2CCCC2)CC1,-6.8,-5.9
CCOC(=O)CC1COCCN1C(=O)CCc1nnc(-c2ccsc2)o1 (stereo not drawn),11.6,-9.1
O=C(COC(=O)[C@@H]1CCCN1S(=O)(=O)c1ccc(Cl)cc1)NC1CCS(=O)(=O)C1 (stereo partly drawn),-5.2,9.6
CCC1SC2=NC(C)=C(C(=O)OCC(C)C)C(/C=C/c3ccccc3OC)N2C1=O (stereo not drawn),71.9*,-16.4*
CN(C)c1ccc(NC(=O)CN2C(=O)CC(c3ccccc3)=Nc3ccccc32)cc1,11.5,-4.6
CN(CCO)c1cnccn1,-8.4,-2.3
N#CCC(=O)Nc1ccc(C(=O)OCC(=O)Nc2cccc3ccccc23)cc1,20.8,-17.4
CCOC(=O)C(C)/C(C)=N/NC(=O)CCC(=O)Nc1cc(C)ccc1C (stereo not drawn),8.4,-3.7
CN(C)C(=O)CSc1nnc(Cc2ccc3c(c2)OCO3)o1,5.1,1.0
COC(=O)c1nnn(-c2nonc2N)c1CSCCO,-0.2,6.8
ClCc1cc2ccccc2nc1Cl,3.4,-7.2
C[C@@H](NC(=O)c1nc[nH]c1C(=O)N[C@@H](CCCCNC(=O)OC(C)(C)C)C(=O)OC(C)(C)C)c1ccccc1,-23.5,1.7
CC1(c2ccc(F)cc2)OC(=O)c2c1ccc1ccccc21 (stereo not drawn),-5.6,0.8
# Next part
SMILES,H9c2 TAG inh,H9c2 TAG inh DAPI viability
Cn1cc(CN2CCC(C(=O)Nc3cccc(-c4cccc(F)c4)c3)CC2)cn1,34.3,-4.2
CCOC(=O)C1=CNS(=O)(=O)NC1c1ccc(C[C@H](NC(=O)CNC(=O)CCc2ccccc2)C(N)=O)cc1 (stereo partly drawn),-2.7,-0.7
CN(C(=O)C1CCCO1)C1CCS(=O)(=O)C1 (stereo not drawn),23.0,1.8
COC(=O)c1sc(N2CCCCC2)c(C#N)c1N,-2.0,-1.9
CC(Sc1ccc(Cl)cc1)C(=O)Nc1ccc(S(=O)(=O)N2CCOCC2)cc1 (stereo not drawn),0.4,-13.2
CC(C)(C)NC(=O)Cn1nnnc1-c1nonc1N,5.1,-3.6
CCCC(C)C(=O)Nc1ccc(S(=O)(=O)N2CCCC2)cc1 (stereo not drawn),-9.5,2.0
Cc1ccc(NC(=O)C2=NNC(=O)CC2)cc1S(=O)(=O)Nc1ccc(SC(F)F)cc1,-24.4,7.3
CC(C)CNC(=O)c1ccccc1NC(=O)c1ccccc1N(C)S(=O)(=O)c1ccccc1,-0.9,-1.1
Cn1c(CC(=O)NNC(=O)c2cccnc2)nc2ccccc21,2.8,-3.6
CCCCCCS(=O)[C@H]1CS(=O)(=O)C[C@@H]1S(=O)CCCCCC (stereo partly drawn),-25.9,2.3
COc1c(O)ccc2cnn(-c3ccccc3C)c(=O)c12,-16.8,10.5
CCOC(=O)[C@@H]1[C@H]2COc3ccccc3[C@H]2N2C(=O)N(c3ccc(OC)cc3)C(=O)[C@]12C,-18.3,-1.3
CCCn1cc(SCC(N)=O)c2ccccc21,-1.5,-3.0
Cc1ccc(O)c(-c2cc(C(=O)Nc3ccc(S(=O)(=O)Nc4nc(C)cc(C)n4)cc3)[nH]n2)c1,-2.9,-4.3
COc1cc(/C=N/NS(=O)(=O)c2ccc(C)cc2)ccc1OCc1ccc(C(=O)O)cc1,-25.9,10.1
COc1ccc(NC(=O)C2(C)CCN2C(=O)CC2CCCC2)cc1OC (stereo not drawn),-0.6,0.4
Cc1noc(C)c1C(=O)N(CC(=O)Nc1ccc(Cl)c(C(F)(F)F)c1)Cc1ccco1,-26.6,-11.1
O=S1(=O)CCN(C2CCCCCCC2)CC1,-9.6,4.3
COc1ccc(CNc2ncc(-c3ccccc3)n2C)c2ccccc12,-12.0,5.2

# Filtered by structure, the entries above containing bromine.
SMILES,H9c2 TAG inh,H9c2 TAG inh DAPI viability
CCOc1cc(Br)c(CC(=O)O)cc1OCC,-16.1,13.8
Brc1ccc(C2=CC(c3ccco3)n3nnnc3N2)cc1 (stereo not drawn),8.2,-3.2
Cc1cc(/C=N/NC(N)=S)c(C)n1-c1ccc(Br)cc1,14.1,-5.5
COc1cc2c(cc1OC)C(c1cc(Br)ccc1O)N(C(C)=O)CC2 (stereo not drawn),-6.0,6.4
O=C(COC(=O)Cc1ccc(Br)cc1)NCc1ccc2c(c1)OCO2,3.5,-3.9

# New compounds follow
SMILES,H9c2 TAG inh,H9c2 TAG inh DAPI viability
CCN(CC)CCNC(=O)c1ccc(NC(=O)c2cc(S(=O)(=O)N3CCCCC3)ccc2C)cc1,13.1,5.9
CCOC(=O)C1CCCN(C(=S)Nc2ccc(C)cc2C)C1 (stereo not drawn),12.2,-5.5
CCOc1ccc(NC(=O)CN(C)C(=O)CC2OC(=O)c3ccccc32)cc1OCC (stereo not drawn),-4.4,2.3
CCC(Sc1ccc2nnc(-c3cccnc3)n2n1)C(=O)O (stereo not drawn),-8.8,7.4
COc1ccc(-c2ccc(C(=O)NCC3CCOCC3)c3occc23)c(C)c1,1.0,10.6
Cc1cc2ncn(/N=C/c3ccc4c(c3)OCO4)c2cc1C,-9.7,2.1
CCCCn1c(N)c(N(CCOC)C(=O)COC(=O)COc2c(C)cc(C)cc2C)c(=O)[nH]c1=O,0.0,2.4
ClCCN1C2=NCCCN2c2ccccc21,1.6,3.3
O=C(Nc1cccc(F)c1)NC1CCCc2ccccc21 (stereo not drawn),0.0,-0.7
CC1=CC(C)(C)Nc2ccc(OC(=O)CN3C(=O)c4ccccc4C3=O)cc21,51.9*,-17.9*
CC1COc2ccccc2N1C(=O)c1cccnc1Cl (stereo not drawn),13.0,-16.3
CN(C)C(CNc1ncnc2sccc12)c1ccccc1 (stereo not drawn),-2.5,-1.3
CCCC(=O)Nc1cc(S(=O)(=O)N2CCCCC2)ccc1N1CCOCC1,13.8,3.7
CCN(CC)c1ccc(/C=N/NC(=S)NCc2ccccc2)c(O)c1,0.1,8.7
Nc1nc(N(Cc2ccccc2)Cc2ccccc2)nc(C(F)(F)F)n1,12.5,-8.1
Cc1ccccc1-c1nc(CN2CCC(C(=O)N3CCC(C(N)=O)CC3)CC2)c(C)o1,-2.0,2.7
CCOC(=O)CSc1nnc2c(n1)C1(C)CCC2C1(C)C (stereo not drawn),22.0,-3.9
O=C(CNC(=O)c1cccc(F)c1)N/N=C/c1cc(Br)ccc1OCc1ccccc1,10.4,-0.2
CC1CCCCC12NC(=O)N(CC(=O)c1ccc3c(c1)OCO3)C2=O (stereo not drawn),-4.4,0.7
Nc1ccc(N2CCOCC2)c2nonc12,6.0,5.2

# Overlap with the part before: three compounds, followed by the next part.
SMILES,H9c2 TAG inh,H9c2 TAG inh DAPI viability
O=C(CNC(=O)c1cccc(F)c1)N/N=C/c1cc(Br)ccc1OCc1ccccc1,10.4,-0.2
CC1CCCCC12NC(=O)N(CC(=O)c1ccc3c(c1)OCO3)C2=O (stereo not drawn),-4.4,0.7
Nc1ccc(N2CCOCC2)c2nonc12,6.0,5.2
Cc1cc(C(=O)Nc2ccccc2C(=O)N2CCCCC2)ccc1[N+](=O)[O-],4.4,-6.4
CCCn1c(=S)[nH]c2cc(C(=O)N3CCN(C)CC3)ccc2c1=O,-4.1,0.5
NC(=O)c1ccc(NC(=O)CS(=O)(=O)c2cn(CC(=O)N3CCCC3)c3ccccc23)cc1,-24.6,0.2
O=C(O)CN=C1NC2(CCCC2)Cc2ccccc21,4.7,-6.5
C=CCSc1nc2sc(C)c(C)c2c(=O)[nH]1,4.7,-2.2
O=C(Cc1cccs1)Nc1ccc(Cl)cc1,-4.9,-1.1
CCC(=O)Nc1nnc(S(=O)(=O)N2CCCC2)s1,2.5,-1.7
O=C1CN(C(=O)COC(=O)c2ccc(N3CCCCCC3)c([N+](=O)[O-])c2)c2ccccc2N1,11.8,-12.0
CCCC(=O)NC(=S)Nc1ccc(CN2CCOCC2)cc1,-0.6,-7.6
Cc1nc(Cl)sc1C(=O)Nc1cccc(C(F)(F)F)c1,0.5,-4.1
Cc1nn(C)c2ncc(C(=O)c3cc(F)ccc3O)cc12,0.7,6.7
COc1ccc(NC(=O)CSc2nnc3ccc(-c4ccncc4)nn23)cc1OC,3.1,9.6
COc1ccc(C2C(C(C)=O)=C(O)C(=O)N2c2ccc(Br)cc2)cc1 (stereo not drawn),4.8,-0.5
Cc1ccccc1OCC(=O)N/N=C/c1cccn1C,-7.4,-30.3
O=C(NCCS(=O)(=O)N1CCN(c2ccccc2F)CC1)c1ccc2c(c1)OCO2,0.8,0.5
O=C(CN1CCN(c2ccccn2)CC1)Nc1cccc(S(=O)(=O)N2CCCC2)c1,-17.0,1.7
C[C@H](CO)N1C[C@H](C)[C@@H](CN(C)C(=O)NC2CCCCC2)Oc2c(NS(=O)(=O)c3ccccc3)cccc2C1=O,-15.4,-0.5
